# Source: PubChem BioAssay
# Glioma ERSR ind: ER stress response induction in glioma; U87-MG GRP78 promoter luciferase reporter, 16 h; Potency, µM, without a hit: top-dose activation, actives largely listed as activators; actives 0.02% (n = 420,000); active = well fitted activation curve with a large enough effect; inconclusive = small, poorly fitted or top-dose-only effect; inactive = no such curve, though single readings can be large or run the other way; also: series mostly up to about 76 µM; % of control where 0% means no effect; nearly all actives have a fitted effect of over 35% in size
#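 Stably transfected U87-MG glioma cells carrying a GRP78-based luciferase sensor; 16 h compound incubation. Luminescence end-point read 10 min after Bright-Glo addition at room temperature.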
# * marks the source's active call; other numbers are inactive results; ? = inconclusive; & = joins results of further samples. Potency is read from the fitted curve at half-maximal effect. This is a subset; rates above refer to the full screens.
SMILES,Glioma ERSR ind
O=C(c1cccc(F)c1)N1CCC2(CC1)CCN(c1ncccn1)CC2,-4.0%
CS(=O)(=O)Nc1cccc(-c2cc(NCc3cccs3)ncn2)c1,-1.5%
FC(F)(F)c1ccccc1-c1nccc(NCCN2CCOCC2)n1,-2.9%
CN1CCN2c3ccccc3Cc3ccccc3[C@@H]2C1,-7.1%&1.0%
O=C1[C@H]2[C@H]3[C@H](O)[C@H](O)C/C(=N/OCc4ccccc4)[C@@H]3CC[C@@H]2C(=O)N1c1cccc(Oc2ccccc2)c1,-5.2%
CCC1CN(Cc2cn[nH]c2-c2ccccc2)Cc2cc(OC)ccc2O1 (configuration not stated),2.6%
CCCCC/C=C\C/C=C\C/C=C\C/C=C\CCCCCC(=O)O,-1.9%
O=S(=O)(c1ccccc1)N1CCC[C@@]2(CCN(Cc3ccccc3)C2)C1,-2.8%
CC(=O)OCC(=O)[C@@]1(OC(C)=O)[C@H](C)C[C@H]2[C@@H]3C[C@H](F)C4=CC(=O)C=C[C@@]4(C)[C@]3(F)[C@H](O)C[C@@]21C,-3.5%
Cc1noc(C)c1C(=O)N1CCC2(CCCN(c3ncccn3)C2)CC1,-3.7%
COc1ccccc1N1CCN(CCn2c(=O)c3c(c4ccccc4n3C)n(C)c2=O)CC1,-2.1%&-6.5%
Clc1ccccc1-c1cc(NCc2cccnc2)ncn1,-1.4%
COC(=O)C1CCN(Cc2ccc3c(c2)CN(C(=O)c2cc(C)oc2C)CCO3)CC1,-2.4%
O=c1c(-c2ccccc2)nc2cnc(N3CCNCC3)nc2n1Cc1cccs1,-6.4%
CC(C)NC(=O)N1CCC2(CC1)CCN(C(=O)c1cccc(F)c1)CC2,-3.7%
CC(=O)NCCNc1nc(-c2ccc(N(C)C)cc2)nc2ccccc12,4.1%
CO[C@@H]1[C@@H]([C@H](C)[C@@H]2O[C@@]3(CC[C@@](C)([C@H]4CC[C@@](C)([C@H]5O[C@H]([C@H]6O[C@](C)(O)[C@H](C)C[C@@H]6C)C[C@H]5O[C@H]5C[C@@H](OC)[C@H](OC)[C@@H](C)O5)O4)O3)C[C@@H](O)[C@@H]2C)O[C@@](O)(CC(=O)O)[C@H](C)[C@H]1OC,-5.9%
COc1ccc(-n2c(=O)c(-c3cccs3)nc3cncnc32)cc1,-4.7%
COc1cccc(Cn2c(=O)cnc3cnc(N4CCOCC4)nc32)c1,-3.1%
Cc1cnc(-n2ncc(C(=O)N(C)CCc3ccccn3)c2-c2cccs2)nc1-c1ccc(F)cc1,-3.4%
N#Cc1cccc(-c2cc(NCc3cccnc3)ncn2)c1,-0.8%
CC(=O)OC[C@@H]1O[C@@H](O/N=C2/C[C@@H](O)[C@@H](O)[C@@H]3[C@@H]4C(=O)N([C@@H](C)c5ccccc5)C(=O)[C@H]4CC[C@@H]23)[C@H](OC(C)=O)[C@H](OC(C)=O)[C@@H]1OC(C)=O,-4.1%
CCOC(=O)CCN1C(=O)[C@H]2[C@H]3[C@H](O)[C@H](O)C/C(=N/NC(=O)OCc4ccc(OC)cc4)[C@H]3CC[C@@H]2C1=O,-2.5%
Cc1nc2cc(NC(=O)[C@@H]3C[C@@H](Sc4ccccn4)CN3Cc3ccc(F)cc3F)ccc2s1,-5.5%
Cc1c2c(c(O)c3c(O)cccc13)C(=O)O[C@H]2C1C(N(C)C)C(O)=C(C(N)=O)C(=O)[C@H]1O (some centres not stated),-1.3%

# Next structures follow:
SMILES,Glioma ERSR ind
COc1ccc(CN2CCCC(Cn3cc(C(=O)N4CCCC4)nn3)C2)c(O)c1 (configuration not stated),-2.4%
NC(C(=O)NC1C(=O)N2C(C(=O)O)=C(Cl)CSC12)c1ccccc1 (configuration not stated),-0.9%
COc1cccc2c1OC(=O)CC2c1ccccc1C (configuration not stated),-4.4%
COCC1CCCN(c2nc(CN3CCN(C(=O)c4ccco4)CC3)nc3ccccc23)C1 (configuration not stated),-1.5%
COc1cccc2c1C(=O)c1c(O)c3c(c(O)c1C2=O)C[C@](O)(C(=O)CO)C[C@H]3O[C@@H]1C[C@H](N)[C@H](O)[C@H](C)O1,-5.7%
O=c1c(-c2ccc(O)cc2)coc2cc(O[C@@H]3O[C@H](CO)[C@@H](O)[C@H](O)[C@H]3O)cc(O)c12,6.2%
O[C@@H]1COC2[C@@H](O)CO[C@@H]21 (some centres not stated),3.2%
N#CCCn1c(=O)c(-c2cc(F)cc(F)c2)nc2cnc(N3CCOCC3)nc21,-4.8%
CN1CCN(c2ncc3nc(CCc4ccccc4)c(=O)n(CCC#N)c3n2)CC1,-3.1%
CO[C@H]1[C@H](O[C@H]2O[C@@H](C)[C@@H](O[C@@H]3C[C@](C)(O)[C@H](OC(=O)CC(C)C)[C@H](C)O3)[C@@H](N(C)C)[C@@H]2O)[C@@H](CC=O)C[C@@H](C)[C@@H](O)/C=C\C=C/C[C@@H](C)OC(=O)C[C@H]1OC(C)=O,-0.6%
COC(=O)[C@@H]1CCCN1C(=O)c1cnn(-c2nccc(-c3cc(C)sc3C)n2)c1C1CC1,?
O=C(c1cc(C(F)(F)F)cc(C(F)(F)F)c1)N1CCC2(CCCN(c3ccncc3)C2)CC1,-4.3%
COc1ccccc1C1CN(Cc2c(C)nc3sccn23)Cc2ccccc2O1 (configuration not stated),-2.4%
O=C1[C@H]2[C@H]3[C@H](O)[C@H](O)C/C(=N/OC[C@@H](O)COCc4ccco4)[C@@H]3CC[C@@H]2C(=O)N1Cc1ccccc1,-4.6%
CCCCC(CC)COC(=O)CC(C(=O)OCC(CC)CCCC)S(=O)(=O)O (configuration not stated),-6.3%&-5.3%
CCN1C(=O)[C@H]2[C@H]3[C@H](O)[C@H](O)C/C(=N/O[C@@H](C)c4cc(-c5c(C)cc(C)cc5C)no4)[C@@H]3CC[C@@H]2C1=O,-5.0%
COCCn1c(=O)c(-c2cccs2)nc2cnc(Oc3ccccc3)nc21,-1.6%
C=CCc1cccc(C2C(C)CCC3C(=O)N4C(Cc5c([nH]c6ccccc56)C4c4cc(OC)c(OC)c(OC)c4)C(=O)N32)c1 (configuration not stated),-4.6%
Cn1c(=O)c(CCc2ccccc2)nc2cncnc21,-0.6%
COc1ccc(C(=O)NCC2Cc3cc(C)cc(-c4cc(C(C)=O)ccc4F)c3O2)c(OC)c1OC (configuration not stated),-0.8%
C[C@@H](c1ccccc1)N1C(=O)[C@H]2[C@H]3[C@H](O)[C@H](O)C/C(=N/OC[C@@H](O)COCc4ccco4)[C@@H]3CC[C@@H]2C1=O,-4.3%
COc1cc(/C=C/C(=O)N2CCN(CC(=O)N3CCCC3)CC2)cc(OC)c1OC,-3.4%
O=C(Cc1cccs1)NC1C(=O)N2C(C(=O)[O-])=C(C[n+]3ccccc3)CSC12 (configuration not stated),-5.2%
Cc1ncc2c(c1CNC(=O)/C=C/c1cccs1)CCN(C(=O)C1CC(=O)OC13CCCCC3)C2 (configuration not stated),-2.8%
CC(C)CN1CC[C@@]2(CCCN(C(=O)c3csnn3)C2)C1,-2.6%

# Sorted by molar mass (low to high): three of the compounds above.
SMILES,Glioma ERSR ind
COCC1CCCN(c2nc(CN3CCN(C(=O)c4ccco4)CC3)nc3ccccc23)C1 (configuration not stated),-1.5%
COC(=O)[C@@H]1CCCN1C(=O)c1cnn(-c2nccc(-c3cc(C)sc3C)n2)c1C1CC1,?
O=C(c1cc(C(F)(F)F)cc(C(F)(F)F)c1)N1CCC2(CCCN(c3ccncc3)C2)CC1,-4.3%

# Carrying on.
SMILES,Glioma ERSR ind
O=c1c(-c2ccc(F)cc2)nc2cnc(Oc3ccccc3)nc2n1C[C@H]1CCCO1,-2.4%
c1ccc(CNc2ncnc3ccc(-c4ccoc4)cc23)cc1,-4.9%
COc1ccc(Oc2ncc3nc(-c4ccccc4)c(=O)n(CCC#N)c3n2)cc1,-3.4%
CCNc1ncc2nc(-c3ccc(Cl)cc3)c(=O)n(Cc3ccc(F)cc3)c2n1,-4.5%
COc1cccc(CN2CCCC(c3nc(-c4ccncc4)ncc3-c3ccccc3C)C2)c1O (configuration not stated),?
Cn1cccc1C(=O)N1CCC2(CCCN(Cc3ccncc3)C2)CC1,-2.1%
C=C1c2ccccc2O[C@H](C(=O)OCC)C1OC (mixture of isomers),-4.1%
CC(=O)c1ccc2c(c1)N(CCCN1CCN(CCO)CC1)c1ccccc1S2,-4.5%
CO[C@@H]1[C@@H]2OP(=O)(O)OC[C@H]2O[C@H]1n1c(Sc2ccc(Cl)cc2)nc2c(N)ncnc21,-7.4%
CN1CCN(c2ncc3nc(-c4cccs4)c(=O)n(-c4ccccc4)c3n2)CC1,-4.6%
COC(=O)C1=C(C)NC(C)=C(C(=O)OCCCN2CCC(c3ccccc3)(c3ccccc3)CC2)[C@H]1c1cccc([N+](=O)[O-])c1,-10.0%&-11.5%
Cc1cnc(-n2ncc(C(=O)N(CCO)C(C)C)c2-c2cccs2)nc1-c1ccc(F)cc1,2.0%
COC(=O)[C@H](CCSC)NC(=O)c1ccc(NC[C@@H](N)CS)cc1-c1ccccc1,-8.3%
O=C(Nc1cccc(F)c1)N1CC[C@@]2(CCCN(C(=O)c3cnccn3)C2)C1,-0.9%
CCS(=O)(=O)Nc1cc(C(=O)N[C@H]2CCCCNC2=O)c2c(c1)nc(-c1ccccc1)n2C,-4.2%
O=c1cc(-c2ccc(O)cc2)oc2c([C@H]3O[C@@H](CO)[C@@H](O)[C@@H](O)[C@@H]3O)c(O)cc(O)c12,-2.3%
O=C1C2=CC[C@H]3C(=O)N(C[C@@H]4CCCO4)C(=O)[C@@H]3[C@@H]2[C@H](O)[C@@H]2O[C@H]12,-2.5%
CC1(C)C=Cc2c(cc3occ(-c4ccc5c(c4)OCO5)c(=O)c3c2O)O1,-0.7%
O=C1[C@H]2[C@H]3[C@H](O)[C@H](O)C/C(=N/OC[C@@H](O)COCc4ccco4)[C@H]3CC[C@@H]2C(=O)N1C[C@@H]1CCCO1,-5.4%
CCCCCCCCCCCCCC(=O)O[C@H](CC(=O)O)C[N+](C)(C)C,0.6%
COCCn1c(=O)c(-c2ccc(Cl)cc2)nc2cnc(N3CCNCC3)nc21,-1.2%
COC(=O)N1CCC2(CC1)CCN(c1ccccc1)CC2,-3.5%
CC[C@H](C)[C@H](NC(=O)[C@H](C)NC(=O)CNC(=O)[C@H](CCCCN)NC(=O)[C@H](CC(N)=O)NC(=O)[C@H](CO)NC(=O)CN)C(=O)N[C@H](C(=O)NCC(=O)N[C@@H](CC(C)C)C(=O)N[C@@H](CCSC)C(=O)O)[C@@H](C)CC,-0.8%
O=C(CCc1ccc(O)cc1)c1c(O)cc(O)cc1O[C@H]1OC(CO)C(O)C(O)C1O (some centres not stated),-1.0%
O=C(O)[C@H](O)[C@@H](O)[C@H](O)[C@H](O)CO,-2.7%

# 7 entries from above, with bars between the fields.
Structure | Glioma ERSR ind
O=C1[C@H]2[C@H]3[C@H](O)[C@H](O)C/C(=N/OC[C@@H](O)COCc4ccco4)[C@@H]3CC[C@@H]2C(=O)N1Cc1ccccc1 | -4.6%
CCCCC(CC)COC(=O)CC(C(=O)OCC(CC)CCCC)S(=O)(=O)O (configuration not stated) | -6.3%&-5.3%
CCN1C(=O)[C@H]2[C@H]3[C@H](O)[C@H](O)C/C(=N/O[C@@H](C)c4cc(-c5c(C)cc(C)cc5C)no4)[C@@H]3CC[C@@H]2C1=O | -5.0%
COCCn1c(=O)c(-c2cccs2)nc2cnc(Oc3ccccc3)nc21 | -1.6%
C=CCc1cccc(C2C(C)CCC3C(=O)N4C(Cc5c([nH]c6ccccc56)C4c4cc(OC)c(OC)c(OC)c4)C(=O)N32)c1 (configuration not stated) | -4.6%
Cn1c(=O)c(CCc2ccccc2)nc2cncnc21 | -0.6%
COc1ccc(C(=O)NCC2Cc3cc(C)cc(-c4cc(C(C)=O)ccc4F)c3O2)c(OC)c1OC (configuration not stated) | -0.8%

# The listing continues:
SMILES,Glioma ERSR ind
CCC(COC)NC(=O)c1cnn(-c2ncc3c(n2)-c2ccccc2CCC3)c1C (configuration not stated),-0.5%
COc1cc(=O)n2c(c1C(=O)NC(C)c1ccco1)CCN(CC=C(C)C)CC2 (configuration not stated),-5.8%
O=c1c(-c2ccc(F)cc2)nc2cnc(Oc3cccc(Cl)c3)nc2n1C[C@H]1CCCO1,-3.5%
C1CNCCN1,-4.0%&-3.7%
COc1ccc2c(c1)[C@]1(C)CCC(=O)C[C@H]1CC2,0.7%
C(#CC1C=CC2OC(c3ccccc3)OCC2O1)c1ccccc1 (configuration not stated),-5.2%
CCOC(=O)c1c[nH]c2cc(OCC(C)C)c(OCC(C)C)cc2c1=O,-4.4%
CC(=O)c1ccc(C(=O)NCC2Cc3cccc(-c4ncccn4)c3O2)cc1 (configuration not stated),-4.6%
C[C@H](CCC(=O)O)[C@H]1CC[C@@H]2[C@H]3CC[C@H]4C[C@H](O)CC[C@]4(C)[C@@H]3CC[C@@]21C,1.5%&-3.3%
COCc1c(C(=O)N2CCC(N3CCCCC3)CC2)cnn1-c1ncc(C)c(-c2cccs2)n1,2.9%
N[C@@H](CCS(=O)O)C(=O)O,-2.4%&-1.3%
O=C(/C=C/c1ccccc1)c1cccs1,?
COC(=O)C1CCN(c2nc(CN(C)C3CCOC3)nc3cc(OC)c(OC)cc23)CC1 (configuration not stated),-5.8%
O=Cc1ccc(OC2C=CC(C#Cc3ccccc3)OC2CO)cc1 (configuration not stated),-5.1%
CC[C@@H]1OC(=O)C[C@H](O)[C@@H](C)[C@@H](O[C@H]2O[C@@H](C)[C@H](O[C@@H]3C[C@](C)(O)[C@H](O)[C@@H](C)O3)[C@@H](N(C)C)[C@@H]2O)[C@@H](C=O)C[C@@H](C)C(=O)/C=C/C(C)=C[C@@H]1CO[C@H]1O[C@@H](C)[C@H](O)[C@H](OC)[C@@H]1OC,-4.4%
COc1ccc2[nH]cc(CCNc3ccnc(-c4ccoc4)n3)c2c1,-0.8%
